p53 reactivator: restores transcriptional activity of mutant p53; AID 504706; actives 0.063% (n = 320,000); Potency, µM (titrated, usually from 92.2 µM), for the others: at the top dose activity change, positive = activation, hits mostly activators; H1299 p53-A138V BP100-luciferase reporter, luminescence, 24 h; further: potency means the concentration at half of the fitted maximal effect; % of control where 0% means no effect; nearly all actives have a fitted effect of over 45% in size
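p53-null H1299 cells stably carrying temperature-sensitive p53-A138V and a BP100-luciferase reporter were pinned with compounds (4-point, 1:5 series) and held 24 hrs at 37 deg C. Luminescence was read 10 min after detection reagent.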
TSG101-PTAP inh: blocks PTAP/TSG101 interaction to inhibit HIV-1 budding. Fluorescence polarization, FITC-PTAP peptide / Tsg101 binding. Potency, µM (top dose mostly 115 µM), without a hit: top-dose activity change, negative = inhibition, usual class: inhibitors. 340,000 tested, under 10 active; active means well fitted inhibition curve with a large enough effect in the main read-out, with a control signal flat, not every such curve was filed as active; inconclusive means small, poorly fitted or top-dose-only effect, or effect the other way, or a change in a side signal; inactive means no such curve, though single readings can be large or run the other way; further: potency means the concentration at half of the fitted maximal effect; % of control where 0% means no effect
Target sequence (Q99816 whole entry, looked up): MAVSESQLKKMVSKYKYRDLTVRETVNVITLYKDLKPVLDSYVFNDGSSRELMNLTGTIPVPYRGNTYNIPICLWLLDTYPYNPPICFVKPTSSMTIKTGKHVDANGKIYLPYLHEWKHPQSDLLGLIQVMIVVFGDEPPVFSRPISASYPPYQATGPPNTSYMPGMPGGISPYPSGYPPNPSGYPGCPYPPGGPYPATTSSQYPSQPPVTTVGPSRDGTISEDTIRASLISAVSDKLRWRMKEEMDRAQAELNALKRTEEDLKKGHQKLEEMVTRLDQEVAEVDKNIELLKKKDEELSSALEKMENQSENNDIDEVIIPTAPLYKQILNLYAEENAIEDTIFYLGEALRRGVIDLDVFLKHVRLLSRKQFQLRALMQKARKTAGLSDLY
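Compounds were pin-transferred onto Tsg101 binding domain (10 uM final) in HEPES pH 7.5 buffer, then FITC-PTAP peptide was added at 50 nM final. After 20 min at RT, polarization reported peptide displacement across a qHTS concentration series.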
TRPV1 ag: agonists of human vanilloid receptor 1 (TRPV1) | actives 0.19% (n = 320,000) | Q8NER1 | TRPV1-expressing cells, Fluo-8 calcium influx, agonist mode | activation, % at 8.33 µM; in the data active means activation above about 80%; inconclusive means between about 30% and that limit; further: 0% is about no effect
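TRPV1-expressing cells were cultured overnight at 35.5C and loaded with Fluo-8 calcium dye for 40 to 90 min at room temperature. After a 10 s baseline, compound was added and calcium influx was read kinetically for 3 min (ex 480/em 520 nm).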
B2AR arrestin: beta2AR (human) beta-arrestin recruitment activity; P07550; beta-arrestin recruitment to beta2AR, cell-based reporter; Potency, µM (top dose mostly 46.1 µM), for the others: at the top dose activation, most hits filed as activators; actives 0.02% (n = 330,000); AID 492947;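 further: potency means the concentration at half of the fitted maximal effect; 0% = DMSO controls and full agonism = EC100 isoproterenol or metaproterenol; nearly all actives have a fitted effect of over 65% in size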
Target sequence (P07550 whole entry, looked up): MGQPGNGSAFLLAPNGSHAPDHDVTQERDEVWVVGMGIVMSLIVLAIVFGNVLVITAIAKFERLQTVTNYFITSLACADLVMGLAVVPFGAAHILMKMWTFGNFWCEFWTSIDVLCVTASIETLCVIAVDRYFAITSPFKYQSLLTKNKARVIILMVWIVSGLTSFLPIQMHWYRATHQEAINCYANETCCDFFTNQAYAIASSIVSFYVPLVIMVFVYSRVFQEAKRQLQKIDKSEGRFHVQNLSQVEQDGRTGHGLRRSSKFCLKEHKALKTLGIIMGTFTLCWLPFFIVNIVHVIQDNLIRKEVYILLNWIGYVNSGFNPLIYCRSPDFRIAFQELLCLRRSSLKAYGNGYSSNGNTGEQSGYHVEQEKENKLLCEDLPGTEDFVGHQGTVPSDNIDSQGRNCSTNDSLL
a7 integrin act: integrin-mediated muscular dystrophy alleviation activation. alpha7betagal myoblasts, beta-gal FDG fluorescence, 48 h. Potency, µM (titrated, usually from 38.3 µM), for the others: at the highest dose activation, most hits filed as activators. actives 0.064% (n = 350,000);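 further: potency means the concentration at half of the fitted maximal effect; 100% = response of the positive control SU9516; nearly all actives have a fitted effect of over 60% in size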
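alpha7betagal+/- myoblasts (passage 13, 250/well) treated 48 h at 37C with compounds at 1:260 dilution of DMSO stock. Lysed, then beta-galactosidase activity read as FDG fluorescence (ex 480/em 540) after 30 min, with pre-read for autofluorescence.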
ELG1 DNA repair: blocks ELG1-dependent DNA repair in HEK293T cells | HEK293T ELG1-luciferase reporter, luminescence, 16 h; DNA damage induced by 5-fluorouridine | Potency, µM (doses to about 46.1 µM), without a hit: at the highest dose activity change, negative = inhibition, hits mostly inhibitors | actives 2.3% (n = 330,000); further: potency means the concentration at half of the fitted maximal effect; on the % scale 0 is the no-effect control and ±100 the full control effect; nearly all actives have a fitted effect of over 55% in size
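In this reporter screen, reduction of luminescence relative to DMSO vehicle indicated activity. Compounds and 5-fluorouridine were added together to 2,000 cells per well, incubated for 16 hr at 37 °C, then developed with ONE-Glo.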
BRCA1 expr up: BRCA1 expression activation; AID 624202; Potency, µM (highest dose often 46.1 µM), for inactives: at the highest dose activation, usual class: activators; MCF7-BRCA1-FFLuc reporter, luminescence, 48 h; response scale: scaled: vehicle 0%, 10 µM genistein 100%; actives 1.1% (n = 380,000); further: potency means the concentration at half of the fitted maximal effect; nearly all actives have a fitted effect of over 80% in size; some results filed as inactive show a strong effect at the top dose
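MCF7-BRCA1-FFLuc, 2000 cells/well; 2 h attach, 37 °C/5% CO2; compound 48 h; luciferase substrate 15 min; luminescence end-point. Norm. to genistein 10 microM max activation and DMSO; concentration-response curves fitted.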
TCR act: activators of T cell receptors; primary human leukocytes, anti-CD3, IL-2 HTRF, 48 h; Potency, µM (series often up to 9.22 µM), for inactives: at the highest dose activation of IL-2 secretion, hits mostly activators; 330,000 tested, under 10 active; further: % of control where 0% means no effect
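Primary human leukocytes were stimulated with a-CD3 beads plus compounds for 48 hr without co-stimulation; secreted IL-2 was quantified by HTRF using a-IL-2-K (europium cryptate) and a-IL-2-d2, excited at 320nm with acceptor emission read at 665nm.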
AT treatment: potential ataxia-telangiectasia treatments restoring KAP-1 phosphorylation. actives 0.19% (n = 320,000). […] A-T fibroblasts, KAP-1 phosphorylation AlphaLISA; neocarzinostatin DNA damage 30 min before lysis. Potency, µM (doses to about 57.5 µM), without a hit: top-dose activation, actives largely listed as activators; further: potency means the concentration at half of the fitted maximal effect; % of control where 0% means no effect; nearly all actives have a fitted effect of over 45% in size
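ATM-like activity read as KAP-1 phosphorylation via AlphaLISA donor/acceptor antibody pairs after lysis and 6 hr at 25C. Cells were ATM-null patient fibroblasts ([…], hTERT), dosed 60 min, then exposed to the DSB inducer NCS for 30 min.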
MLL CXXC-DNA inh: blocks binding of human MLL CXXC domain to DNA; Q03164; MLL-CXXC / FITC-HOXA9 DNA fluorescence polarization; Potency, µM (doses to about 115 µM), for inactives: at the top dose activity change, negative = inhibition, actives largely listed as inhibitors; actives 0.037% (n = 290,000); active means well fitted inhibition curve with a large enough effect in the polarisation, with a control signal flat, not every such curve was filed as active; inconclusive means small, poorly fitted or top-dose-only effect, or effect the other way, or a change in a side signal; inactive means no such curve, though single readings can be large or run the other way; the % refers to the polarisation; further: potency means the concentration at half of the fitted maximal effect
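Steps: dispense CXXC domain solution (7 uM) → pin compounds or unlabeled HOX-A9 DNA control → 5 min ambient → add FLSN-HOX-A9 solution (50 nM) → spin → 30 min ambient → fluorescence polarization. Tris pH 7.5/NaCl/DTT/BSA buffer.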
An asterisk follows results filed as active; ? = inconclusive; . = no result given; [ ] = remark or other dose. Unless noted, the call rests on the fitted dose curve; in most records, active means well fitted curve in the direction sought with a large enough effect; inconclusive means small, poorly fitted or top-dose-only effect, or another doubt; inactive means no such curve, though single readings can be large; an effect the other way counts as inactive or inconclusive.

SMILES	p53 reactivator	TSG101-PTAP inh	TRPV1 ag	B2AR arrestin	a7 integrin act	ELG1 DNA repair	BRCA1 expr up	TCR act	AT treatment	MLL CXXC-DNA inh
COc1ccc(Cl)cc1NC(=O)C(C)OC(=O)Cn1cc(C(F)(F)F)ccc1=O (centres undefined)	-7%	-1%	18	0.0%	-8%	-5%	2%	3%	3%	.
COc1ccccc1C1=NOC(COC(=O)c2ccc(Br)cc2)C1 (centres undefined)	-2%	-1%	1	-0.1%	16%	12%	-2%	4%[46.1 µM]	17%	0%
C#CCOCCOCCOCCNc1nc(N2CCN(C(=O)CCCCCCCCCCNC(=O)[C@H](CCCCN)n3cc(CCO)nn3)CC2)nc(N2CCN(C(=O)CCCCCCCCCCNC(=O)[C@H](CCCN=C(N)N)n3cc(C[C@@H](C)CC)nn3)CC2)n1	-6%	-4%	4	0.0%	0%	?	-32%	6%	3%	.
C=CCc1ccccc1OCC(=O)N/N=C/c1ccccc1OCC	1%	0%	-5	-0.2%	6%	-3%	-9%	1%[46.1 µM]	1%	-8%
N#Cc1nc(Cc2cccc3ccccc23)oc1N1CCOCC1	-12%	-4%	3	-0.4%	9%[7.66 µM]	-3%	11%	.	8%	-2%
O=C(NCc1ccc(Cl)cc1)C1CCN(S(=O)(=O)N2CCOCC2)CC1	2%	-3%	-3	0.4%	0%	10%	3%	0%	1%	?
COc1ccc(-c2csc(Nc3ccccc3)[n+]2Cc2ccccc2)cc1	12%	-7%	0	0.4%	9%	-11%	?	5%	-2%	4%
O=C(CN(C(=O)C1CSC(=O)C1)c1cccc(F)c1)NC1CCCC1 (centres undefined)	0%	0%	2	-0.8%	-5%	-7%	-7%	6%	4%	-3%
CCOc1cc(C(=S)N2CCCC2)ccc1OCc1ccccc1	-12%	-1%	6	-0.2%	-16%	-27%	-2%	.	0%	5%
O=C(NNS(=O)(=O)c1ccccc1)c1sccc1-n1cccc1	0%	-4%	.	-0.3%	3%	-3%	-5%	1%	9%	-10%
Cc1cc(N2CCOCC2)nc2ccc(NC(=O)C3CCC(C)CC3)cc12 (centres undefined)	4%	-1%	0	0.0%	0%	-2%	24%	-4%	1%	5%
COc1ccc(C(=O)Nc2ccc(S(=O)(=O)N3CCOCC3)cc2)cc1OC	1%	-3%	.	-3.3%	-29%	-2%	-20%	-22%	-3%	3%
CCC(=O)Nc1ccc(S(=O)(=O)NCCc2ccccc2)cc1	-4%	-11%	6	-1.1%	11%	-30%	-25%	-25%	.	-3%
CCCCCC(NC(=O)C1CCN(C(=O)[C@@H](NS(=O)(=O)c2ccc(C)cc2)C(C)C)CC1)C(=O)O (some centres undefined)	.	-2%	19	-0.6%	7%	14%	5%	1%	-9%	0%
O=C(NCc1ccccc1CN1CCCC1)C1CCN(S(=O)(=O)c2ccc(Cl)cc2)CC1	3%	1%	0	-0.1%	-50%[inhibitor]	10%	-21%	-1%	7%	.
COC(=O)Cc1c(C)c2ccc(OCC(=O)N3CCOCC3)cc2oc1=O	1%	-2%	7	-0.1%	-1%	-1%	-1%	2%	0%	-4%
COc1ccc(-c2cc3ccccc3oc2=O)cc1	.	-2%	.	.	-8%	.	?	-18%	.	.
CN(/N=C/c1cccc(Br)c1)C1=NS(=O)(=O)c2ccccc21	-2%	4%	-1	0.4%	7%	?	-19%	9%	-6%	-2%
COc1ccc(N2CCN(C(=S)NC(C)c3ccccc3)CC2)cc1 (centres undefined)	1%	0%	?	-0.3%	-8%	?	1%	0%	-6%	-1%
Cc1cc(C)c(OCC(=O)Nc2cccc(NC(=O)c3ccco3)c2)c(Br)c1	-1%	-2%	16	0.5%	10%	?	-4%	2%	-2%	4%

One compound at a time, from the list above:
Cc1cc(C)c(OCC(=O)Nc2cccc(NC(=O)c3ccco3)c2)c(Br)c1 as listed: p53 reactivator = -1%; TSG101-PTAP inh = -2%; TRPV1 ag = 16; B2AR arrestin = 0.5%; a7 integrin act = 10%; ELG1 DNA repair = ?; BRCA1 expr up = -4%; TCR act = 2%; AT treatment = -2%; MLL CXXC-DNA inh = 4%
CN(/N=C/c1cccc(Br)c1)C1=NS(=O)(=O)c2ccccc21 as listed: p53 reactivator = -2%; TSG101-PTAP inh = 4%; TRPV1 ag = -1; B2AR arrestin = 0.4%; a7 integrin act = 7%; ELG1 DNA repair = ?; BRCA1 expr up = -19%; TCR act = 9%; AT treatment = -6%; MLL CXXC-DNA inh = -2%
O=C(NCc1ccccc1CN1CCCC1)C1CCN(S(=O)(=O)c2ccc(Cl)cc2)CC1 as listed: p53 reactivator = 3%; TSG101-PTAP inh = 1%; TRPV1 ag = 0; B2AR arrestin = -0.1%; a7 integrin act = -50%[inhibitor]; ELG1 DNA repair = 10%; BRCA1 expr up = -21%; TCR act = -1%; AT treatment = 7%; MLL CXXC-DNA inh = .

Four entries from above, sorted by the value under TCR act, ascending:
SMILES | TCR act
CCC(=O)Nc1ccc(S(=O)(=O)NCCc2ccccc2)cc1 | -25%
COc1ccc(-c2cc3ccccc3oc2=O)cc1 | -18%
Cc1cc(N2CCOCC2)nc2ccc(NC(=O)C3CCC(C)CC3)cc12 (centres undefined) | -4%
COc1ccc(N2CCN(C(=S)NC(C)c3ccccc3)CC2)cc1 (centres undefined) | 0%

Following part
SMILES	p53 reactivator	TSG101-PTAP inh	TRPV1 ag	B2AR arrestin	a7 integrin act	ELG1 DNA repair	BRCA1 expr up	TCR act	AT treatment	MLL CXXC-DNA inh
CC1=CC2=NC(=O)CC(C)(C(=O)N(CC(=O)NC3CCCC3)c3cc(C)cc(C)c3)N2C=C1 (centres undefined)	0%	-5%	-2	0.0%	19%	-3%	5%	-5%	5%	-2%
CC(C)(C)NC(=O)C(c1ccc(O)cc1)N(C(=O)CCC(=O)Nc1nccs1)c1ccccc1F (centres undefined)	-4%	-5%	-3	0.0%	-10%	-3%	-30%	0%	6%	-7%
COc1cc(CC(=O)NC2CCCc3ccccc32)cc(OC)c1OC (centres undefined)	-2%	0%	0	-0.1%	-3%	-7%	-14%	7%	1%	-1%
O=C(CN1c2cccc3cccc(c23)S1(=O)=O)Nc1c(F)c(F)c(F)c(F)c1F	-2%	-10%	.	0.0%	6%	18%	-6%	-6%[46.1 µM]	12%	.
COc1ccc(CC(=O)NCc2ccccc2Cl)cc1S(=O)(=O)N1CCOCC1	15%	-6%	-1	-0.2%	2%	-1%	-2%	0%	8%	-3%
CCOP(=O)(O)c1ccccc1OCCOc1ccccc1P(=O)(O)OCC	5%	-2%	2	0.1%	24%	6%	0%	6%	.	0%
c1cc2c3c(cccc3c1)NC1(CCCC1)N2	.	0%	.	.	9%	.	-30%	3%	.	.
Cc1sc2nc3n(c(=O)c2c1C)CCCS3	1%	-2%	10	0.0%	16%	?	41%	-7%	-1%	3%
CCn1c(CC(=O)Nc2ccc(Cl)cc2)nnc1SCC(=O)N1CCOCC1	-1%	-3%	3	-0.1%	0%	-4%	-18%	-19%	14%	16%
CC(C)c1ccc(C2OCC(C)([N+](=O)[O-])CO2)cc1 (centres undefined)	.	-7%	.	.	39%	.	60%	-9%	.	.
CN(C)/C=N/c1sc2c(c1C#N)CCCCC2	?	-3%	24	0.0%	0%	?	73%	-4%[46.1 µM]	-2%	4%
CCOC(=O)C(C)Sc1nc2c(c(=O)[nH]c(=O)n2C)n1Cc1ccc(Cl)cc1 (centres undefined)	-11%	-3%	11	-0.1%	-22%	9%	-7%	9%	.	1%
CC1SC(=NC(=O)c2ccncc2)NC1=O (centres undefined)	-2%	-1%	-2	-0.3%	8%	-5%	1%	0%	-1%	-4%
Cc1cccc(-c2nc(Nc3ccc(O)cc3)c3ccccc3n2)c1	-2%	-4%	16	0.2%	-42%	21µM*	-75%	-24%	3%	-6%

Three structures out of the list, arranged by molar mass, smallest number first:
SMILES	p53 reactivator	TSG101-PTAP inh	TRPV1 ag	B2AR arrestin	a7 integrin act	ELG1 DNA repair	BRCA1 expr up	TCR act	AT treatment	MLL CXXC-DNA inh
CC(C)c1ccc(C2OCC(C)([N+](=O)[O-])CO2)cc1 (centres undefined)	.	-7%	.	.	39%	.	60%	-9%	.	.
Cc1cccc(-c2nc(Nc3ccc(O)cc3)c3ccccc3n2)c1	-2%	-4%	16	0.2%	-42%	21µM*	-75%	-24%	3%	-6%
CCn1c(CC(=O)Nc2ccc(Cl)cc2)nnc1SCC(=O)N1CCOCC1	-1%	-3%	3	-0.1%	0%	-4%	-18%	-19%	14%	16%

Screening data: PubChem BioAssay, National Center for Advancing Translational Sciences (NCATS)
